Screening data: PubChem BioAssay, National Center for Advancing Translational Sciences (NCATS)
BRCA1 expr up: increases BRCA1 expression; MCF7-BRCA1-FFLuc reporter, luminescence, 48 h; response scale: scaled: vehicle 0%, 10 µM genistein 100%; Potency, µM (titrated, usually from 46.1 µM), for the others: at the highest dose activation, hits mostly activators; 380,000 compounds, 1.1% hits; also: potency is read from the fitted curve at half-maximal effect; nearly all actives have a fitted effect of over 80% in size; some results filed as inactive show a strong effect at the top dose
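MCF7-BRCA1-FFLuc cells, 2000/well in phenol-red-free MEM, attached 2 h then treated 48 h at 37 C. Luciferase luminescence read 15 min after reagent; normalized to genistein maximum activation (10microM) and DMSO, concentration-response fitted.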
VP16 counter: inhibits Gal4-VP16 luciferase reporter, ROR gamma counter-screen. Drosophila S2 Gal4-VP16 UAS-luciferase, luminescence, 20 h. Potency, µM (series often up to 53.6 µM), for the others: at the highest dose activity, negative = inhibition, actives largely listed as inhibitors. 310,000 compounds, 3.5% hits. AID 2546;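 also: Gal4-VP16 expression switched on by copper sulfate through the metallothionein promoter; potency is read from the fitted curve at half-maximal effect; % is scaled to controls: 0 for no effect and ±100 for the full control effect; nearly all actives have a fitted effect of over 50% in size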
ELG1 DNA repair: blocks ELG1-dependent DNA repair in HEK293T cells. HEK293T ELG1-luciferase reporter, luminescence, 16 h; DNA damage induced by 5-fluorouridine. Potency, µM (highest dose often 46.1 µM), inactives show top-dose activity change, negative = inhibition, hits mostly inhibitors. 330,000 compounds, 2.3% hits. AID 504467; also: potency is read from the fitted curve at half-maximal effect; % is scaled to controls: 0 for no effect and ±100 for the full control effect; nearly all actives have a fitted effect of over 55% in size
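DMSO vehicle served as the neutral condition. Each well held 2,000 cells given 5-fluorouridine plus compound; after 16 hr at 37 °C/5% CO2, ONE-Glo was added and luciferase measured 30 min later.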
RORg inh: ROR gamma (mouse) transcription inhibition. AID 2551. 310,000 compounds, 5.4% hits. P51450. Potency, µM (top dose mostly 53.6 µM), inactives show at the highest dose activity change, negative = inhibition, usual class: inhibitors. Drosophila S2 Gal4-RORgamma UAS-luciferase reporter, 20 h; also: potency is read from the fitted curve at half-maximal effect; % is scaled to controls: 0 for no effect and ±100 for the full control effect; nearly all actives have a fitted effect of over 60% in size
Target sequence (P51450 whole entry, looked up, the tested form may be a part): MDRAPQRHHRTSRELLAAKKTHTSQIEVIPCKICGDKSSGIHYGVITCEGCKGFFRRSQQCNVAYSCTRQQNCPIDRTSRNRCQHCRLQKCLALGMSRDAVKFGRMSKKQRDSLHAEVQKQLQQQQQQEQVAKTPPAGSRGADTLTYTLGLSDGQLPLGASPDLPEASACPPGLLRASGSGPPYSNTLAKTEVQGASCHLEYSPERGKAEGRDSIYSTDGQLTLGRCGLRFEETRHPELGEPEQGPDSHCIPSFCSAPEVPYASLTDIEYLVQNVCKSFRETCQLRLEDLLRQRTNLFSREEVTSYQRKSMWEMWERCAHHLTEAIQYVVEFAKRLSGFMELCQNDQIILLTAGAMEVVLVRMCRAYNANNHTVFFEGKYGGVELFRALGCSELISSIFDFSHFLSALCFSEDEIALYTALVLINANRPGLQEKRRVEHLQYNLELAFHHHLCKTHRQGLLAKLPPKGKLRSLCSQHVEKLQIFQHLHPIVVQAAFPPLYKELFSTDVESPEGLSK
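Compounds are pin-transferred onto Drosophila Schneider cells expressing a copper-inducible Gal4–ROR gamma transactivation domain fusion. After 1 hr, copper sulfate is added to 700 uM final; luciferase is read 20 hr later.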
Rab9 promoter act: Rab9 promoter activation; Huh7 Rab9 promoter-luciferase reporter, luminescence, 24 h; Potency, µM (doses to about 9.22 µM), inactives show at the top dose activation, negative = inhibition, usual class: activators; 320,000 compounds, 2.8% hits; AID 485297; also: potency is read from the fitted curve at half-maximal effect; % of control where 0% means no effect; nearly all actives have a fitted effect of over 60% in size
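Promoter activation is measured as luciferase luminescence in Huh7 cells stably transfected with a Rab9 promoter–luciferase construct, following 24 h compound exposure at 37 °C and 10 min reagent incubation at ambient temperature.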
Tb PFK block: T. brucei PFK enzyme inhibition | T. brucei PFK, ADP-Glo luminescence | AID 485367 | Potency, µM (highest dose often 57.5 µM), without a hit: at the top dose activity, negative = inhibition, most hits filed as inhibitors | O15648 | 330,000 compounds, 0.17% hits;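 also: potency is read from the fitted curve at half-maximal effect; 0% = uninhibited 1x PFK enzyme wells and -100% = no-enzyme wells; nearly all actives have a fitted effect of over 60% in size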
Target sequence (O15648 whole entry, looked up): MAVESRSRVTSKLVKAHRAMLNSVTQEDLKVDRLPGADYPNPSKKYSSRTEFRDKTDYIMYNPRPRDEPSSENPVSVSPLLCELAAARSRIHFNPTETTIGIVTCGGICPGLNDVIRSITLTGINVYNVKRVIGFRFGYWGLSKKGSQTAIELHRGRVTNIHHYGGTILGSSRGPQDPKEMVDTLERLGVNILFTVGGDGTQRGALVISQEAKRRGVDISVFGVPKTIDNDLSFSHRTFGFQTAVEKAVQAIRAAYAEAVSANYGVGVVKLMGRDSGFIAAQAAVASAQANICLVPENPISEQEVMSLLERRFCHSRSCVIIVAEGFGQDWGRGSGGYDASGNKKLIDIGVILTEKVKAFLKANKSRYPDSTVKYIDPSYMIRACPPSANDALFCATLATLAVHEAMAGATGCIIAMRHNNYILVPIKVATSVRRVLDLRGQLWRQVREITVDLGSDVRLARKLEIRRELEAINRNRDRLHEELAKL
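Activity is normalized to no-enzyme wells (full inhibition) and 1.25 nM enzyme wells (no inhibition). Reaction: 0.5 mM F6P, 0.1 mM ATP, 45 min RT, ADP-Glo luminescence; concentration-response curves fitted and classed by quality.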
p53 reactivation: mutant p53 re-activation in reporter cells; 320,000 compounds, 0.063% hits; Potency, µM (series often up to 92.2 µM), for inactives: at the highest dose activity change, positive = activation, hits mostly activators; AID 504706; H1299 p53-A138V BP100-luciferase reporter, luminescence, 24 h; also: potency is read from the fitted curve at half-maximal effect; % of control where 0% means no effect; nearly all actives have a fitted effect of over 45% in size
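p53-null H1299 cells stably carrying temperature-sensitive p53-A138V and a BP100-luciferase reporter were pinned with compounds (4-point, 1:5 series) and held 24 hrs at 37 deg C. Luminescence was read 10 min after detection reagent.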
ELG1 genotoxic: genotoxicity induction in ELG1-luciferase HEK293T cells | HEK293T ELG1-luciferase reporter, luminescence, 16 h | Potency, µM (highest dose often 46 µM), for the others: top-dose activity change, positive = activation, hits mostly activators | 330,000 compounds, 1.3% hits | AID 504466; also: potency is read from the fitted curve at half-maximal effect; % of control where 0% means no effect; nearly all actives have a fitted effect of over 60% in size
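Quantitative HTS format in 1536-well plates. HEK293T ELG1-luciferase reporter cells receive test compound and are incubated 16 hr at 37 °C, 5% CO2; ONE-Glo added, 30 min room temperature, then luminescence read.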
FLuc modulator: firefly luciferase modulation, counter-screen for miR-21 project; P08659; purified FLuc, Km substrates, luminescence inhibition; Potency, µM (doses to about 57.5 µM), without a hit: at the highest dose activity change, negative = inhibition, most hits filed as inhibitors; 360,000 compounds, 6.9% hits; AID 588342;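 also: potency is read from the fitted curve at half-maximal effect; plate controls were vehicle for no effect and reference inhibitor for full effect; nearly all actives have a fitted effect of over 55% in size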
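Purified P. pyralis luciferase, 10 nM final, with Km-level 10 uM D-luciferin and 10 uM ATP in 50 mM Tris acetate pH 7.5, 10 mM Mg acetate, 0.01% Tween-20, 0.05% BSA; 6-point qHTS titration about 60 µM downward; luminescence read.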
NPC1 promoter act: activators of NPC1 promoter. Huh7 NPC1 promoter luciferase reporter, 24 h. Potency, µM (top dose mostly 9.22 µM), for the others: at the top dose activation, usual class: activators. 320,000 compounds, 2.4% hits;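 also: potency is read from the fitted curve at half-maximal effect; % of control where 0% means no effect; nearly all actives have a fitted effect of over 60% in size; reporter is driven by a mutant NPC1 promoter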
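Quantitative HTS used a cell-based reporter: Huh7 cells stably bearing the NPC1 promoter upstream of luciferase were treated with compounds for 24 h, and promoter activation was read as luminescence.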
TRPV1 ag: agonists of human vanilloid receptor 1 (TRPV1); AID 540275; Q8NER1; TRPV1-expressing cells, Fluo-8 calcium influx, agonist mode; activation, % at 8.33 µM; 320,000 compounds, 0.19% hits; in the data active = activation above about 80%; inconclusive = between about 30% and that limit; also: 0% is about no effect
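Cells expressing TRPV1 were dye-loaded with Fluo-8 and read kinetically: 10 s baseline, 3 min after compound (agonist portion), then 2 min after EC20 capsaicin (allosteric enhancer portion). Calcium-bound dye fluorescence at 480/520 nm.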
The depositor's hits bear a star; ? = inconclusive; . = no result given; [ ] = another dose, or the depositor's remark. Unless noted, calls follow the shape of the dose curve; as a rule, active = well fitted curve in the direction sought with a large enough effect; inconclusive = small, poorly fitted or top-dose-only effect, or another doubt; inactive = no such curve, though single readings can be large; an effect the other way counts as inactive or inconclusive.

Values run as follows: BRCA1 expr up, VP16 counter, ELG1 DNA repair, RORg inh, Rab9 promoter act, Tb PFK block, p53 reactivation, ELG1 genotoxic, FLuc modulator, NPC1 promoter act, TRPV1 ag
Cc1c(CCC(=O)N[C@@H](CC(C)C)C(=O)O)c(=O)oc2c(C)c3oc4c(c3cc12)CCCC4
    -37%, -4%, 7%, -39%, 1%, -4%, -6%, 3%, 1%, 2%, -1
NC(=O)C1CCCN(C(=O)c2ccc(S(=O)(=O)N3CCCCCC3)cc2)C1 (centres undefined)
    1%, ., ?, ., -6%, 21%, 0%, -3%, -1%, -1%, -1
CN(CC(=O)Nc1ccc(Cl)cc1F)C1=NS(=O)(=O)c2ccccc21
    11%, ., 20%, ., ., 3%, -4%, 1%, ., ., .
Fc1ccc(-n2cnnn2)c(F)c1
    -6%, -3%, 1%, 0%, -3%, 0%, 3%, -1%, 1%, -3%, 0
Cc1ccc(NC(=S)N2CCCC(c3nc4ccccc4[nH]3)C2)cc1 (centres undefined)
    -6%, -4%, 0%, ?, -1%, 0%, -1%, 0%, -10%, 0%, -3
O=C1OCc2ccc(NC(=O)c3sccc3Cl)cc21
    16%, -4%, 9%, 2%, -1%, -6%, 2%, 3%, 5%, -1%, 1
O=[N+]([O-])c1ccc(Sc2cc[n+]([O-])c3ccccc23)c([N+](=O)[O-])c1
    -16%, 18µM*, ?, 11µM*, -1%, 2%, -16%, ?, 5%, 3%, 0
O=C(C1CC1)N(Cc1nc2ccccc2c(=O)[nH]1)Cc1cccs1
    0%, -1%, -4%, ?, -2%, -2%, -2%, -2%, 1%, 0%, 6
CCOc1ccccc1NC(=S)N1CCN(c2nc(-c3ccc(F)cc3)cs2)CC1
    -11%, ?, ?, 11µM*, -12%, 7%, 8%, -8%, 1%, -1%, 0
Cc1cccc(OCc2nnc(SCC(=O)NC3CCCCC3)n2C)c1
    -2%, -4%, 5%, -22%, -1%, -2%, -5%, 0%, -2%, -1%, 8
COC(C[C@@H]1O[C@@H]1[C@@H](O)COCc1ccccc1)OC
    4%, 8%, 13%, 12%, -6%, 1%, -1%, 2%, -2%, -4%, 0
O=C(NCc1ccco1)c1cccc(S(=O)(=O)N2CCOCC2)c1
    -4%, 16%, 8%, -15%, 7%, 1%, -5%, -4%, 3%, 4%, -1
CSc1nc(Cl)c(Cc2ccc(OC(C)C)cc2)c(N(C)C)n1
    -26%, ?, ?, ?, -5%, 14%, -18%, 0%, 2%, -1%, 9
COc1cccc(C(=O)Nc2c[nH]c(=O)[nH]c2=O)c1
    3%, 5%, -3%, 30%, 0%, -11%, -1%, 2%, -2%, -2%, -2
CCCCc1nc2ccccc2c(N)c1CCC (tested in a mixture with another compound)
    -57%, -28%, ?, -11%, -8%, 2%, -7%, -8%, 3%, -2%, -4
COc1cc(C)c(C(C)C)cc1S(=O)(=O)NCCCn1ccnc1
    -29%, 0%, -2%, 0%[10 µM], 2%, -5%, -1%, 1%, -1%, 2%, 0
Cn1nc(C(=O)NC2=NCCS2)ccc1=O
    2%, 12%, 15%, 17%, -4%, -8%, -2%, -1%, 1%, 1%, -2
O=C(CSc1ccsc1[N+](=O)[O-])N1CCCCC1
    0%, -11%, 23%, 13%, 0%, -10%, -4%, -3%, 5%, -5%, 19
Cc1cc(NC(=O)CSc2ncnc3sc(C)c(C)c23)no1
    -11%, -14%, 16%, 1%, 3%, 0%, -1%, 11%, -1%, -1%, 11
Cc1ccc(/C=C2\SC(=S)N(CCC(=O)NNC(=O)c3cccnc3)C2=O)cc1
    -49%, -27%, -30%, 20%, -2%, -4%, 7%, 6%, ?, 1%, -3
CC12CCCCC1c1ccccc1C(=NCC(=O)O)N2 (centres undefined)
    3%[1.84 µM], -11%, -1%, -1%, 1%, -1%, 13%, 4%, 1%, 0%, -2
CCC1CCCCN1CCCNC(=O)CS(=O)(=O)Cc1nc(-c2cccc(OC)c2)oc1C (centres undefined)
    13%, -23%, 25%, 1%, 28%, -1%, -6%, 1%, 0%, 4%, -3
Cc1cc(NC(=O)CN2C(=O)NC(c3ccccc3)(c3ccc(C)c(C)c3)C2=O)no1 (centres undefined)
    -7%, ., ?, ., -1%, 5%, -23%, 0%, -4%, 1%, -1
Cc1cccc(NC(=O)CSc2nnc(CNC(=O)c3cccs3)o2)c1C
    3%, -5%, 18%, -10%, 5%, -2%, -1%, 0%, -3%, -4%, 0
Nc1ccc(-c2cc(-c3ccc(N)cc3)nc(-c3ccccc3)n2)cc1
    -2%, 6%, 11%, 27%, -5%, ?, 1%, -1%, -3%, -1%, 0
Cc1cccc(C)c1OCC1CNC(=O)O1 (centres undefined)
    8%, -3%, -14%, -29%, 4%, -1%, 2%, -12%, -1%, -4%, 2
Cc1cc(C)c(S(=O)(=O)c2ccccc2C)c(Cl)n1
    1%, 1%, 5%, 0%, -5%, 0%, -4%, -4%, 1%, 0%, 0
CCOCc1cc(C)[nH]c(=O)c1C#N
    -16%, -1%, 16%, -6%, 2%, -4%, 2%, 0%, -3%, 0%, -1
O=C(NC(=S)NC(c1ccccc1)c1ccncc1)c1ccccc1 (centres undefined)
    -26%, ?, 18µM*, 11µM*, -3%, 4%, -10%, -11%, -1%, -3%, 10
COc1ccc(C(=O)Nc2ccc(S(=O)(=O)Nc3nccnc3OC)cc2)cc1OC
    -23%, -2%, 9%, -5%, 3%, 10%, -9%, 0%, 5%, -1%, 2

The list continues.
canonical_smiles	BRCA1 expr up	VP16 counter	ELG1 DNA repair	RORg inh	Rab9 promoter act	Tb PFK block	p53 reactivation	ELG1 genotoxic	FLuc modulator	NPC1 promoter act	TRPV1 ag
Cc1ccc(NS(=O)(=O)c2ccc3c(c2)N(C)CCO3)cc1	0%	-15%	-24%	34%	-1%	0%	6%	-5%	1%	-3%	11
CN1C(=O)CC(N2CCN(C(c3ccccc3)c3ccccc3)CC2)C1=O (centres undefined)	0%	-1%	4%	2%	-4%	1%	0%	-1%	2%	-10%	3
Cc1cccc(NC(=O)CNC(=O)Cc2ccc3c(c2)OCCO3)c1C	-12%	.	16%	.	-4%	0%	12%	-1%	.	1%	0
[O-]c1c[n+](-c2ccc(-[n+]3cc([O-])on3)cc2)no1	-14%	-25%[10 µM]	6%	2%	3%	1%	-4%	3%	0%	-1%	1
CCOC(=O)N1CCC(N2CCCC(C(=O)c3ccccc3OC)C2)CC1 (centres undefined)	-5%	-7%	0%	2%	7%	4%	0%	0%	-2%	-5%	0
CCOC(=O)c1c(NC(=O)CC)sc(C(=O)N2CCCCC2)c1C	5%	-1%	6%	-5%	-1%	-5%	-6%	1%	-1%	0%	5
COC(=O)C1=C(N)Oc2cc(C)n(Cc3cccnc3)c(=O)c2C1c1cc(OC)ccc1OC (centres undefined)	4%	3%	-3%	-28%	4%	-1%	-3%	-1%	-1%	-2%	1
CCOC(=O)N1[C@@H]2C=C(C)[C@@H]2[C@@H]2[C@@H](C)C(=O)N21	1%	-15%	-3%	5%	-4%	-4%	13%	0%	0%	-4%	0
Cc1csc(NC(=O)c2ccc(Cl)cc2[N+](=O)[O-])n1	0%	-2%	?	?	4.5µM*	-4%	13%	?	27µM*	?	17

Ordered by length of the SMILES (largest number first): some entries from above.
canonical_smiles	BRCA1 expr up	VP16 counter	ELG1 DNA repair	RORg inh	Rab9 promoter act	Tb PFK block	p53 reactivation	ELG1 genotoxic	FLuc modulator	NPC1 promoter act	TRPV1 ag
CCOC(=O)N1[C@@H]2C=C(C)[C@@H]2[C@@H]2[C@@H](C)C(=O)N21	1%	-15%	-3%	5%	-4%	-4%	13%	0%	0%	-4%	0
[O-]c1c[n+](-c2ccc(-[n+]3cc([O-])on3)cc2)no1	-14%	-25%[10 µM]	6%	2%	3%	1%	-4%	3%	0%	-1%	1
Cc1csc(NC(=O)c2ccc(Cl)cc2[N+](=O)[O-])n1	0%	-2%	?	?	4.5µM*	-4%	13%	?	27µM*	?	17
